JMJD2E inh: inhibitors of human JMJD2E histone demethylase | JMJD2E catalytic domain, FDH-coupled NADH fluorescence (FDH is formaldehyde dehydrogenase) | Potency, µM (top dose mostly 57.1 µM), without a hit: top-dose activity change, negative = inhibition, hits mostly inhibitors | hit rate 1.6% among 230,000; active = well fitted inhibition curve with a large enough effect, not every such curve was filed as active; inconclusive = small, poorly fitted or top-dose-only effect, or another doubt; inactive = no such curve, though single readings can be large or run the other way;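 note: 0% = wells with enzyme and -100% = buffer wells without enzyme; nearly all actives have a fitted effect of over 50% in size; many of its hits are not listed in these tables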
Target sequence (B2RXH2 1-337 limits assumed): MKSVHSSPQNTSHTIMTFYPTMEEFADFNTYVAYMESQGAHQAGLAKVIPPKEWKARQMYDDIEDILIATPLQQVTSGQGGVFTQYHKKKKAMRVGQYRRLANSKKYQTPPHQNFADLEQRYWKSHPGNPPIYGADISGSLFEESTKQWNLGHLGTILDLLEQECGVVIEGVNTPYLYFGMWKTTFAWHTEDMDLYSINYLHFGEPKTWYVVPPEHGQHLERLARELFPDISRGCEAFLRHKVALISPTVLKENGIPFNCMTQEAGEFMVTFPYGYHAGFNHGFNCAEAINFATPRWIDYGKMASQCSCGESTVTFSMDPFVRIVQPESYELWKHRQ
SMN2 splice enh: enhancers of SMN2 splice variant expression. HEK293 SMN2-luciferase splicing reporter, luminescence, 30-36 h. Potency, µM (titrated, usually from 46.1 µM), without a hit: at the top dose activity change, positive = activation, usual class: activators. hit rate 2.8% among 210,000. AID 1458; note: % of control where 0% means no effect; nearly all actives have a fitted effect of over 55% in size
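HEK293 cells carry an SMN2 […]–luciferase reporter in which exon 7 inclusion puts luciferase in frame. Cells were plated 10-12 h before compound addition, then incubated 30-36 h at 37C. ONE-Glo luminescence was read; sodium butyrate at 4.5 mM final served as control.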
Tau fibril ThT: tau fibrillization inhibition (ThT binding); P10636; recombinant tau K18 P301L, heparin-induced fibrillization, ThT fluorescence; Potency, µM (titrated, usually from 57.4 µM), inactives show at the highest dose activity, negative = inhibition, usual class: inhibitors; hit rate 2.1% among 270,000; AID 1460; note: % is set by controls: 0 for no effect and ±100 for the full control effect; nearly all actives have a fitted effect of over 55% in size
Target sequence (P10636 561-689 P618L limits assumed): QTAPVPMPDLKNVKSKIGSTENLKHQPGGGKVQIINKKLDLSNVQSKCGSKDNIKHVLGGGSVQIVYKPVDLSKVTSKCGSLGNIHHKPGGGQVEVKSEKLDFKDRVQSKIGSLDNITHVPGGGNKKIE
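In this qHTS, human K18 P301L tau is incubated with compound and heparin for 6 hr at 37 C, and Thioflavin T fluorescence then reports fibril load.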
ALDH1A1 block: ALDH1A1 (human) enzyme inhibition. Purified ALDH1A1, NADH fluorescence, propionaldehyde substrate. Potency, µM (titrated, usually from 75.3 µM), for the others: top-dose activity, negative = inhibition, actives largely listed as inhibitors. hit rate 7.3% among 220,000. AID 1030; active = well fitted inhibition curve with a large enough effect, not every such curve was filed as active; inconclusive = small, poorly fitted or top-dose-only effect, or another doubt; inactive = no such curve, though single readings can be large or run the other way;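 note: plate controls were no enzyme wells and a reference inhibitor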
Target sequence (P00352 whole entry, looked up): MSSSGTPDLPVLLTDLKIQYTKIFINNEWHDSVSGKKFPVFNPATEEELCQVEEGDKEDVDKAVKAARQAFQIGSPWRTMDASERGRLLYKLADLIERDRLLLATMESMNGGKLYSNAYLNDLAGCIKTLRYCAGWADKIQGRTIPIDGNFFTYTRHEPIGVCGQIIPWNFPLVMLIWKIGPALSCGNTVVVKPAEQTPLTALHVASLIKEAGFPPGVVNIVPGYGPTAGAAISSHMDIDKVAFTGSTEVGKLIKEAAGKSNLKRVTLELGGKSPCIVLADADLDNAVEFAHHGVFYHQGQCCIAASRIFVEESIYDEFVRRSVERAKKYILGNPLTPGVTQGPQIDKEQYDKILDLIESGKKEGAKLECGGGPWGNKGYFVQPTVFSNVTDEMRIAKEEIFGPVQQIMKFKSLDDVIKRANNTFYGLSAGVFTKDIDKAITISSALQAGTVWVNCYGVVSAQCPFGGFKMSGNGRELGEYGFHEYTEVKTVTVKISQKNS
Tau fibril FP: tau fibrillization inhibition (FP); P10636; K18 P301L tau heparin fibrillization, Alexa594 FP, 6 h; Potency, µM (doses to about 57.7 µM), for the others: top-dose activity, negative = inhibition, most hits filed as inhibitors; hit rate 0.39% among 280,000; AID 1468; note: % is set by controls: 0 for no effect and ±100 for the full control effect; nearly all actives have a fitted effect of over 55% in size
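Heparin (20 uM) drove fibril formation of recombinant tau K18 P301L, 15 uM unlabeled with 0.24 uM Alexa 594 label, for 6 hr at 37 C in 100 mM sodium acetate pH 7. Fluorescence polarization (555/632 nm) read 1 hr after 30 uM ThT.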
Tau fluor cs: counter-screen for tau fibril formation inhibitors. tau K18 P301L (four-repeat tau fragment) Alexa594 fluorescence, heparin fibrillization. Potency, µM (doses to about 57.7 µM), for the others: at the highest dose activity change, negative = decrease. hit rate 0.93% among 280,000. AID 1463; note: % is set by controls: 0 for no effect and ±100 for the full control effect; nearly all actives have a fitted effect of over 55% in size
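Human K18 P301L tau (15 uM unlabeled plus 0.24 uM Alexa 594-labeled, final) in 100 mM sodium acetate pH 7 was mixed with compound and 20 uM heparin and incubated 6 hr at 37 C.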
HTT cytoprotect: cytoprotection in Huntington HTT-Q103 PC12 cell model; PC12 HTT-Q103 induced, cytoprotection, ATP luminescence, 40 h; Potency, µM (highest dose often 56.4 µM), inactives show cytoprotection (ATP increase), hits mostly activators; hit rate 0.14% among 230,000; AID 1471;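 note: % of control where 0% means no effect; nearly all actives have a fitted effect of over 45% in size; toxic huntingtin expression switched on by the ecdysone agonist tebufenozide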
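Huntington model: PC12 line, ecdysone-inducible HTTQ103 exon1–GFP, tebufenozide 100 nM. Test articles in a dose series. Endpoint luminescence from cellular ATP.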
HTT aggregate: inhibitors of mutant huntingtin aggregate formation in PC12 cells; PC12 HttQ103-GFP aggregates, Acumen cytometry, 40 h; Potency, µM (top dose mostly 46.1 µM), for inactives: top-dose activity change, negative = inhibition, usual class: inhibitors; hit rate 1.1% among 220,000; AID 1688; note: % is set by controls: 0 for no effect and ±100 for the full control effect; nearly all actives have a fitted effect of over 60% in size
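Read-out: GFP aggregate count by laser scanning cytometer (488 nm excitation, 500-530 nm emission, 1–25 µm objects >6 SD above background). Cells: PC12, inducible HTTex1-Q103-GFP, 100 nM tebufenozide; compounds titrated.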
* hit, by the source's call; ? = inconclusive; / = no result given; [ ] = dose if it differs, or a comment. Unless noted, calls come from the whole dose curve; as a rule, active = well fitted curve in the direction sought with a large enough effect; inconclusive = small, poorly fitted or top-dose-only effect, or another doubt; inactive = no such curve, though single readings can be large; an effect the other way counts as inactive or inconclusive. Potency is the fitted concentration of half-maximal effect. Not all compounds are listed; rates above refer to the full screens.

SMILES,JMJD2E inh,SMN2 splice enh,Tau fibril ThT,ALDH1A1 block,Tau fibril FP,Tau fluor cs,HTT cytoprotect,HTT aggregate
COc1ccccc1NC(=O)CCc1c(C)[nH]c(=O)c(C#N)c1C,-20%,11%,-2%,?,-1%,-1%,3%,10%
Cc1onc(-c2c(F)cccc2Cl)c1C(=O)N[C@@H]1C(=O)N2[C@H]1SC(C)(C)[C@H]2C(=O)O,/,-11%[9.22 µM],/,2%[13.5 µM],/,/,?,14%
CCCC(c1nnnn1CCc1ccccc1)N1CCC(C(N)=O)CC1 (stereo unspecified),1%,0%,-1%,6%,3%,6%,-7%[10 µM],-14%
COc1ccc(NC(=O)NC(C)c2c(-n3cccc3)sc(C)c2C)cc1OC (stereo unspecified),/,-12%,-11%,/,?,16µM*[quencher],/,/
COc1cc(/C=C/C(=O)NC(C)CCc2ccccc2)cc(OC)c1OC (stereo unspecified),-2%,14%,-9%,?,6%,-12%,7%[0.074 µM],30%
COC(=O)c1[nH]c2cc(OC)ccc2c1NC(=O)c1ccc2c(c1)OCO2,46%[activator],0%,?,6%,10%,?,-13%,7%
CCCCNC(=O)c1cc([N+](=O)[O-])[nH]n1,-5%,13%,-2%,10%,8%,-6%,18%[10 µM],-1%
CC(=O)c1ccc(N2CCN(S(=O)(=O)c3cccc(S(=O)(=O)N4CCOCC4)c3)CC2)cc1,-2%,-17%,-13%,16%,?,-11%,12%,-6%[9.22 µM]
COc1ccc(/C=N/NC(=O)c2cccc([N+](=O)[O-])c2)cc1OC(=O)c1ccc(C)cc1,0%,27%,-11%,?,-1%,?,-32%,10%
Cn1c(=O)cc(OCCCC(=O)NCCN2CCN(c3ccccc3F)CC2)c2ccccc21,-4%,-4%,-14%,5%,5%,-5%,-8%,30%
O=C(NC1CCCCC1)C1CCN(S(=O)(=O)N2CCOCC2)CC1,-6%,13%,4%,-6%,-2%,1%,-4%,-9%
O=C(O)CN1C2=NCCCN2c2ccccc21,-4%,/,-11%,-4%,-3%,-13%,7%[10 µM],7%[9.22 µM]
COc1cccc(N2CC34C=CC(O3)C(C(=O)O)C4C2=O)c1 (stereo unspecified),-5%,-27%,-14%,-8%,5%,-10%,5%,19%
Cn1c(=O)[nH]c(=O)c2c1nc(CN1CCN(c3ccccc3F)CC1)n2CCCc1ccccc1,6%,?,-2%,3.2µM*,-13%,1%,-5%[10 µM],6%
COCCNc1nc2c(S(=O)(=O)c3ccc(C)c(C)c3)nnn2c2ccc(Cl)cc12,/,-3%,4%,/,?,-10%,/,/
C[n+]1ccccc1C1CCCC/C1=N\Nc1ccc([N+](=O)[O-])cc1[N+](=O)[O-] (stereo unspecified),9%,7%,?,?,3%,-3%,?,?
CCS(=O)(=O)c1nc(S(=O)(=O)c2ccc(Cl)cc2)c(NCCOC)s1,8%,/,-11%,4.5µM*,-7%,-15%,-19%,7%
O=C(CN1CCOCC1)Nc1ccccc1-c1ccccc1,-1%,-36%[inhibitor],-4%,14µM*,?,-11%,8%,22%
CCOC(=O)N1CCN(c2c(NC3CCN(Cc4ccccc4)CC3)c(=O)c2=O)CC1,0%,6%,-14%,1%,3%,-7%,1%,0%
Cc1cc(C)cc(NC(=O)Nc2cc(-c3ccccc3)nn2C)c1,-4%,/,3%,/,?,?,15%[10 µM],11%[9.22 µM]

Record cards, from the list above:
CCOC(=O)N1CCN(c2c(NC3CCN(Cc4ccccc4)CC3)c(=O)c2=O)CC1 across the screens: JMJD2E inh: 0%; SMN2 splice enh: 6%; Tau fibril ThT: -14%; ALDH1A1 block: 1%; Tau fibril FP: 3%; Tau fluor cs: -7%; HTT cytoprotect: 1%; HTT aggregate: 0%
CCS(=O)(=O)c1nc(S(=O)(=O)c2ccc(Cl)cc2)c(NCCOC)s1 across the screens: JMJD2E inh: 8%; SMN2 splice enh: /; Tau fibril ThT: -11%; ALDH1A1 block: 4.5µM*; Tau fibril FP: -7%; Tau fluor cs: -15%; HTT cytoprotect: -19%; HTT aggregate: 7%

Later entries
SMILES,JMJD2E inh,SMN2 splice enh,Tau fibril ThT,ALDH1A1 block,Tau fibril FP,Tau fluor cs,HTT cytoprotect,HTT aggregate
CCCn1c(CCC(=O)Nc2ccccc2Cc2ccccc2)nc2cc(S(=O)(=O)N3CCOCC3)ccc21,10%,-11%,-14%,?,-3%,-16%,-29%,24%[9.22 µM]
O=C(CSc1ccc2ccccc2n1)N1CCC(c2noc3ccc(F)cc23)CC1,-10%,-31%[inhibitor],-18%,-6%,-5%,-20%,?,?
Cc1ccc(-c2csc(NC(=O)N3CCOCC3)n2)cc1,-8%,-25%,-11%,-2%,-1%,0%,1%[10 µM],2%[9.22 µM]
C/C(=N\Nc1ncc(Cl)cc1Cl)c1ccc(S(=O)(=O)NCc2ccco2)cc1,-20%,13µM*,?,2%,6%,?,1%[10 µM],?
COc1ccc(N2CCN(c3nc4c(c(=O)n(C)c(=O)n4C)n3Cc3ccccc3)CC2)cc1,4%,-7%,?,?,14%,-23%,-24%[0.074 µM],-10%
CCOc1ccccc1C(=O)NN1C(=O)C2CCCCC2C1=O (stereo unspecified),6%,-4%,11%,2%,2%,13%,/,14%
N#Cc1ccc(NC(=O)Nc2ccc(Oc3ccc(NC(=O)Nc4ccc(C#N)cc4)cc3)cc2)cc1,?,/,?,-11%,?,7.9µM*[quencher],-4%[10 µM],-18%[9.22 µM]
COc1ccc(NC(=S)N(CCc2c(C)[nH]c3ccccc23)Cc2ccco2)cc1,-3%,-1%,?,?,12%,14µM*[quencher],/,7%
c1ccc(C2=Nn3c(nnc3-c3cccnc3)SC2)cc1,5%,-1%,1%,15%,1%,1%,-25%[0.074 µM],20%
COCCCNC(=O)C(=O)NC1CCCCC1C (stereo unspecified),3%,0%,0%,13%,-5%,1%,-46%,20%
O=[N+]([O-])c1ccc(O)c(/C=N/Nc2ccccc2Cl)c1,-2%,13µM*,?,-7%,0%,-25%,-12%,?
COc1ccc(N2CCN(Cc3cc(=O)oc4ccc(C)cc34)CC2)cc1,3%,-6%,-25%,-6%,5%,-21%,10%,17%
Cc1ccccc1NC(=O)CSCCN1C(=O)c2ccccc2C1=O,1%,-20%,-4%,?,-4%,-11%,4%[10 µM],-9%
O=C(O)c1ccccc1C(=O)N1N=C2/C(=C/c3cccc([N+](=O)[O-])c3)CCCC2C1c1cccc([N+](=O)[O-])c1 (stereo unspecified),-15%,2%,?,?,-3%,-6%,/,0%
COC(=O)CSc1nnc(CNc2ccc(Cl)cc2)n1Cc1ccccc1,2%,8%,-8%,?,15%,-8%,-4%[10 µM],-1%
CC1(C)Cc2c(C#N)c(N)n(-c3ccccc3)c(=S)c2CO1,?,/,?,/,-16%,-20%,40%[10 µM],15%[9.22 µM]
O=C(c1ccccc1)c1nn(-c2ccc(Cl)cc2)c(=O)cc1C(F)(F)F,?,-74%[inhibitor],?,-8%,-8%,-25%,-119%[inhibitor],?
N#C/C(=C\c1c(N2CCCCCC2)nc2ccccn2c1=O)C(=O)NC1CCS(=O)(=O)C1 (stereo unspecified),?,6%,-6%,?,-1%,1%,8%[10 µM],10%
CCCN(CCC)C(=O)CSc1nc2ccccc2c(=O)n1C1CCCC1,-5%,-25%,-8%,-5%,-3%,-5%,5%[10 µM],-9%
N#Cc1cn(Cc2ccncc2)c(=O)[nH]c1=O,7%,1%,9%,6%,4%,8%,-8%,1%[9.22 µM]
O=C(c1cccs1)N1CCN(C2CCN(Cc3ccccc3)CC2)CC1,-2%,-10%,-6%,7%,0%,-2%,18%,6%
O=C(Cc1ccccc1)O/N=C1\CCCc2ccccc21,6%,16%,-10%,?,-9%,-6%,-4%[10 µM],-9%
COc1ccc(NC(=S)N2CCN(Cc3ccccc3)CC2)cc1,2%,-9%,-12%,?,12%,-9%,-48%[inhibitor],-12%
COc1cc2c(-c3ccc(C)cc3)nc3c(c(C)nn3-c3ccccc3)c2cc1OC,/,6%,-1%,/,-3%,-5%,/,/
CCOc1cccc(=O)c2c(C)n(CC(=O)c3ccccc3)c(C)c12,-5%,/,?,8.9µM*,-3%,-11%,8%[10 µM],-2%[9.22 µM]
COC(=O)c1nn2c(C(F)(F)F)cc(-c3ccc(Br)o3)nc2c1Br,-25%,3%,?,14µM*,3%,-19%,-27%,10%[9.22 µM]
Cn1nc(-c2ccc(NCCO)c([N+](=O)[O-])c2)c2ccccc2c1=O,-4%,-1%,?,?,2%,-15%,2%[10 µM],-4%
CC1=C(C(=O)OCc2ccccc2)C(c2ccc(N(C)C)cc2)NC(=O)N1 (stereo unspecified),?,-28%,-10%,?,12%,-17%,29%[10 µM],-9%
CCSc1c(-c2ccccc2)nc2c(C)cccc2c1C(=O)O,-6%,5%,-12%,9%,10%,-2%,-9%,18%[9.22 µM]
OC1(c2cccc(C(F)(F)F)c2)CCN(c2ncnc3c2[nH]c2ccc(F)cc23)CC1,?,-61%[inhibitor],?,?,-15%,?,-136%[inhibitor],?
CCCCn1c2nc3ccccc3nc2c2c(=O)n(-c3ccccc3)cnc21,?,-18%,?,?,-7%,-8%,/,-4%
COc1cc(C(NC=O)C(=O)Nc2c(C)cccc2C)ccc1O (stereo unspecified),11%,/,-6%,-3%,1%,-1%,5%[10 µM],-11%[9.22 µM]
NC(=O)[C@@H]1CCCN1Cc1nc(Cc2ccccc2F)no1,6%,/,-3%,-3%,2%,0%,1%[10 µM],-6%[9.22 µM]
Cc1cc(C)c(-c2csc(NC(=O)/C=C/c3cccs3)n2)c(C)c1,?,-76%[inhibitor],-12%,-4%,-17%,-14%,-54%[inhibitor][10 µM],?
COCCNC(=O)CSc1nnc(-c2ccccc2)c(-c2ccccc2)n1,-9%,-9%,10%,22µM*,1%,8%,-35%,8%
